TTR transcr act – activators of transthyretin transcription. SH-SY5Y TTR promoter Gaussia luciferase, luminescence; 100% = recombinant luciferase protein wells. activation, % at 16.7 µM. actives 1.3% (n = 92,000);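 active = activation above the mean of all tested compounds plus 3 SD, cut at about 9.5% in these data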;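 also: cells exposed to compounds for one day before reading; 0% = median of all test compound wells on the plate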
* hit, by the source's call.

entry | Compound | TTR transcr act
1 | CSc1ccc(CN(C)CC(=O)NC(=O)NCCC2=CCCCC2)cc1 | -1.1
2 | O=C(CCNS(=O)(=O)c1ccc(Br)cc1)N1CCN(c2ccccc2O)CC1 | -0.4
3 | CCCC12CN3CC(C)(CN(C1)C3c1ccc([N+](=O)[O-])o1)C2=O (stereo not drawn) | -0.9
4 | Cc1ccc(N(C(=O)c2csnn2)C(C(=O)NC2CCCCC2)c2cccnc2)cc1 (stereo not drawn) | -0.2
5 | CCCCS(=O)(=O)C1CCS(=O)(=O)C1 (stereo not drawn) | -1.6
6 | COC(=O)[C@]12C[C@H](CC(=O)NCc3ccc(OC)c(OC)c3)C(=O)N(CCc3ccc(OC)c(OC)c3)C1=C[C@H](COCc1ccccc1)O[C@@H]2C | 0.4
7 | c1ccc2c(c1)[nH]c1c3ccccc3sc21 | -1.4
8 | CCCC(=O)N1CCCC1(C)C(=O)Nc1cc(C)ccc1C (stereo not drawn) | 2.4
9 | CN1CCN(S(=O)(=O)c2cccs2)CC1 | 0.3
10 | COc1ccccc1CNC(=O)CN1C(=O)NC2(CCCCCC2)C1=O | 5.1
11 | CCCN(CCC)CCNC(=O)Cn1cnc2sc(C)c(S(=O)(=O)N3CCOCC3)c2c1=O | -1.5
12 | COc1ccc(C(=O)CN2CCN(c3cc(C)nc4ccccc34)CC2)cc1 | 0.6
13 | CCOC(=O)C1=C(CS(=O)(=O)c2ccc(F)c(C)c2)NC(=O)NC1c1ccc(O)c(O)c1 (stereo not drawn) | -0.9
14 | COc1ccc(NC(=O)C[C@H]2C(=O)N(CCc3ccccc3)C[C@@H]2Cc2ccccc2)cc1 | 9.5
15 | Cc1cc(C)c(SSc2nnnn2-c2ccccc2)c(C)c1 | 1.8
16 | CCOc1nc(-c2ccccc2)ccc1-c1noc(-c2cccnc2)n1 | 2.7
17 | CC(=O)NNC(=O)c1sc(=S)n(C)c1C | 0.2
18 | O=C(Nc1ccccc1C(=O)NCc1cccnc1)c1ccco1 | -2.0
19 | CCCCCCC(=O)Nc1ccc(Cl)cn1 | 7.9
20 | COc1ccc(CCNC(=O)C2CC(=O)N(C3CCCCCCC3)C2)cc1OC (stereo not drawn) | 3.0
21 | Cc1ccccc1C1CCC2(CCC(=O)N2CC[C@@H](O)c2ccccc2)CC1 (stereo partly drawn) | -2.3
22 | CC1(C)NC(=O)N(CC(=O)Nc2nc(-c3ccc(F)cc3)cs2)C1=O | 1.7
23 | Cc1ccc(NC(=O)NC2CCN(CC(=O)Nc3nccs3)CC2)cc1 | -1.1
24 | CCOC(=O)NC(Nc1cc(C)ccn1)(C(F)(F)F)C(F)(F)F | -2.9
25 | COc1ccc(-n2c(C)cc(C(=O)CCl)c2C)cc1 | -2.6
26 | COc1ccc(NC(=O)c2cccc(OC(F)F)c2)cc1Cl | -1.7
27 | CCOc1ccccc1NC(=O)c1cc(=O)[nH]c2ccc(S(=O)(=O)N3CCOCC3)cc12 | 1.1
28 | Cc1ccccc1OCC(=O)N/N=C/c1cccc2cccnc12 | 3.4
29 | Cn1c(SCC(=O)Nc2cccnc2Cl)nnc1-c1ccco1 | 5.8
30 | COc1cc(C2(c3ccc(O)c(OC)c3)C(=O)N(C)c3ccc(C)cc32)ccc1O | 0.6

Among those listed so far, these contain four or more nitrogen atoms.
entry | Compound | TTR transcr act
4 | Cc1ccc(N(C(=O)c2csnn2)C(C(=O)NC2CCCCC2)c2cccnc2)cc1 (stereo not drawn) | -0.2
11 | CCCN(CCC)CCNC(=O)Cn1cnc2sc(C)c(S(=O)(=O)N3CCOCC3)c2c1=O | -1.5
15 | Cc1cc(C)c(SSc2nnnn2-c2ccccc2)c(C)c1 | 1.8
16 | CCOc1nc(-c2ccccc2)ccc1-c1noc(-c2cccnc2)n1 | 2.7
22 | CC1(C)NC(=O)N(CC(=O)Nc2nc(-c3ccc(F)cc3)cs2)C1=O | 1.7
23 | Cc1ccc(NC(=O)NC2CCN(CC(=O)Nc3nccs3)CC2)cc1 | -1.1
29 | Cn1c(SCC(=O)Nc2cccnc2Cl)nnc1-c1ccco1 | 5.8

Additional structures follow.
entry | Compound | TTR transcr act
31 | O=C(NCCc1ccc(Cl)cc1)C1CCN(c2ncccn2)CC1 | -2.5
32 | COc1cc2c(cc1OC)C1Cc3ccc(OC)c(OC)c3CN1CC2 (stereo not drawn) | 2.4
33 | CN1OC[C@@H]2CN(C(=S)NCCc3ccccc3)[C@H](c3ccc(N4CCCCC4)cc3)C[C@@H]21 | 0.3
34 | CC(C)c1cc(Cn2c3ccccc3c(=O)n2C(C)Cn2cc(C3CC3)nn2)on1 (stereo not drawn) | 1.1
35 | CCSc1nnc(Cc2cc(=O)[nH]c(=O)[nH]2)n1-c1ccc(Cl)cc1 | 1.1
36 | Cc1sc(NC(=O)CCCCC(=O)Nc2sc(C)c(C)c2C(=O)O)c(C(=O)O)c1C | -0.9
37 | Nc1ccc2c(c1)C(=O)Cc1ccccc1S2 | -1.0
38 | CS(=O)(=O)N1CCCC(C(=O)Nc2cccc(F)c2)C1 (stereo not drawn) | 0.5
39 | CCOc1ccc(S(=O)(=O)n2c(C)nc3ccccc32)cc1 | 4.2
40 | COc1ccc(C(=S)N2CCCC2)cc1 | 0.3
41 | Cc1ccc(C2=[N+]([O-])C(C)(C)CC2)cc1 | 3.1
42 | CC(C)(C)OC(=O)N1CCC(CNC(=O)Nc2ccccc2)CC1 | 0.5
43 | O=C(O)CCC1=C2c3ccccc3CCN2C(=O)CC1 | -0.3
44 | COc1ccc(S[C@]2(C(=O)N3CCOCC3)CC(=O)N(c3ccsc3)[C@@H]2c2ccc(OC)cc2)cc1 | -1.0
45 | Cc1ccc(NC(=O)COC(=O)CCc2c[nH]c3ccccc23)cc1[N+](=O)[O-] | -1.1
46 | COc1ccc(CNC(=O)c2ccc(Cn3cc(Cl)cn3)o2)cc1 | 4.2
47 | CCCCn1c(NC(=O)c2ccco2)c(S(=O)(=O)c2ccc(C)cc2)c2nc3ccccc3nc21 | 0.5
48 | Cc1ccc(CNS(=O)(=O)c2c(C(=O)N3CCCCCC3)c(C)n(C)c2C)cc1 | 2.3
49 | COC(=O)CCC(=O)N1CCCC(N2CCN(c3cccc(C(F)(F)F)c3)CC2)C1 (stereo not drawn) | 0.9
50 | COc1ccc([C@@H]2[C@@H]3C(=O)N(C(C)(C)C)C(=O)[C@@H]3[C@]3(Cc4ccccc4)C(=O)N(c4cccc(F)c4)C(=O)N23)cc1 | -2.5
51 | Cc1ccc(CCNC(=O)C2CCN(S(=O)(=O)N3CCCCC3)CC2)cc1 | -1.5
52 | COc1ccc(NC(=O)Nc2ccc3c(c2)CC(=O)N([C@H](C)CO)C[C@@H](C)[C@H](CN(C)C(=O)Nc2ccccc2)O3)cc1 | 5.0
53 | CSCc1c(C(=O)Nc2ccc(N3CCOCC3)cc2)oc2ccccc12 | 14*
54 | C=CCNc1nc(Cl)nc(Nc2ccc(OCC)cc2)n1 | 0.6
55 | C#CCOc1ccc(C2C3=C(CC(C)(C)CC3=O)N(CC(=O)O)C3=C2C(=O)CC(C)(C)C3)cc1 | -0.4
56 | CCOC(=O)CSc1nc(-c2ccccc2)nc2ccc(C)cc12 | 1.4
57 | CCCN1C2CCCC1CC(NC(=O)c1ccccc1OCC)C2 (stereo not drawn) | 2.4
58 | C[C@H]1CN([C@@H](C)CO)C(=O)CCCn2cc(nn2)CO[C@@H]1CN(C)C(=O)Nc1ccc(-c2cccs2)cc1 | 0.5
59 | O=C(Nc1nncs1)C12CC3CC(CC(C3)C1)C2 | 1.6
60 | O=[N+]([O-])c1ccc2[nH]c(O)c(N=NC(=S)NCC3CCCO3)c2c1 (stereo not drawn) | -0.9
61 | CCN(CC)CCNC(=O)/C(=C\c1cccn1C)NC(=O)c1cccs1 | 0.8
62 | CCCC(C(=O)NC1CCCC1)N(CC1CCCO1)C(=O)c1snc(C(N)=O)c1N (stereo not drawn) | -0.8
63 | O=C(c1cc(COc2ccc3ncccc3c2)on1)N1CCCCCC1 | -1.7
64 | CCOc1ncccc1C(=O)OCC(=O)Nc1cc(C)ccc1C | 5.6
65 | COC(=O)C[C@H]1CC[C@H](NC(=O)c2cccc(F)c2)[C@@H](CO)O1 | 3.8
66 | COCCN1C(=O)C(O)=C(C(C)=O)C1c1ccc(F)cc1 (stereo not drawn) | -3.0
67 | O=C(CN(C(=O)CSc1nc2ccccc2o1)c1ccccc1F)NC1CCCCC1 | -0.7
68 | COc1ccc(CC(=O)Nc2c(C(=O)N3CCN(c4ncccn4)CC3)oc3ccccc23)cc1 | -0.2
69 | CCOC(=O)C1CCCN(c2c(NCCCN(C)Cc3ccccc3)c(=O)c2=O)C1 (stereo not drawn) | -0.5
70 | CCCC(C)C(=O)NC1CCCCN(Cc2ccccc2C)C1=O (stereo not drawn) | 2.2
71 | CS(=O)(=O)N1CCN(C(=O)c2cc(-c3ccccc3)nc3ccccc23)CC1 | 2.2
72 | O=C(CNC(=O)c1ccc(Cl)cc1)Nc1ccccc1C(F)(F)F | 0.8
73 | N#C/C(=C(/O)c1ccc2c(c1)OCO2)c1nc2cc(C(F)(F)F)ccc2s1 | 2.1
74 | CCOC(=O)C1CCCN(c2c(NCCCN(CC)c3ccccc3)c(=O)c2=O)C1 (stereo not drawn) | -0.3
75 | CN(C)[C@@H]1CCN(c2ccc3c(c2)OCCCN(C2CC2)S3(=O)=O)C1 | 0.4
76 | O=c1[nH]c2nc(Cl)nc(Cl)c2[nH]1 | 1.1
77 | C/C(CC(=O)Nc1ccc2c(c1)OCO2)=N\NC(=O)c1ccc(N)cc1 | -1.7
78 | CCSc1nnc(-c2cc3c(s2)-c2ccccc2CC3)o1 | -2.2
79 | CCN(CC)CCNC(=O)C(=O)NCC1OCCN1S(=O)(=O)c1ccc(Cl)cc1 (stereo not drawn) | 1.7
80 | Cc1cccc(N2CC(C(=O)Nc3nnc(SCC(=O)Nc4cc(C)on4)s3)CC2=O)c1 (stereo not drawn) | -0.2
81 | Cc1cc(=O)n2[nH]c(SCc3c(F)cccc3Cl)nc2n1 | 2.3
82 | CCCOc1ccc(C(CC(=O)O)NC(=O)Cc2ccccc2)cc1 (stereo not drawn) | 0.7
83 | CCN=c1sc2ccccc2n1CC(O)COc1ccccc1 (stereo not drawn) | 1.5
84 | CCn1c(CCNC(=O)c2ccco2)nc2ccccc21 | 0.5
85 | CCOC(=O)N1CCC(NC(=O)c2cc(COc3ccccc3SC)on2)CC1 | -2.0
86 | Clc1ccc(CNc2ccccc2NCc2ccc(Cl)nc2)cn1 | -2.5
87 | COCCCNC(=S)NNC(=S)Nc1ccccc1 | 3.0
88 | CSc1ncnc2c1ncn2CCCNCC(c1ccccc1)c1ccccc1 | -0.9
89 | CCOC(=O)C1CCN(C(=O)c2ccc3c(Cl)c4c(nc3c2)CCCC4)CC1 | -1.1
90 | CCN(CC)C(=O)c1cc2c(=O)oc3ccccc3c2s1 | 4.3

Next compounds follow.
entry | Compound | TTR transcr act
91 | O=C(NCCCn1ccnc1)c1cc2ccccc2o1 | 0.0
92 | C=CCOC(=O)N1CCC2CC1c1cc(-c3ccc(OC)cc3)ccc12 (stereo not drawn) | -0.8
93 | Cc1ccc(S(=O)(=O)N(C)C)cc1NC(=O)CCc1c[nH]c2ccccc12 | 1.5
94 | Cc1nc2ccccn2c1C(O)(c1ccccc1)c1ccccc1 | -1.7
95 | CSCC(C)N1CCC(Oc2cccc(C(=O)NCc3ccccn3)c2)CC1 (stereo not drawn) | 1.6
96 | O=C(NCCOc1ccccc1Cl)C(=O)Nc1ccccc1 | 0.1
97 | Cc1ccc(S(=O)(=O)C2(C(=O)N3CCN(c4cc(C)ccc4C)CC3)CC2)cc1 | -3.3
98 | CC(C)[C@@H]1Cc2[nH][nH]c(=O)c2[C@H](C)O1 | -1.6
99 | COc1ccc(N2CCN(C3CCCN(Cc4cccc(OC)c4)C3)CC2)cc1 (stereo not drawn) | 1.6
100 | CN(C)CCNC(NC(=O)c1cccs1)C(Cl)(Cl)Cl (stereo not drawn) | 3.3
101 | COC(=O)Cc1[nH]c(=O)[nH]c1C(=O)OC | -0.5
102 | CC(=O)OCC(=O)C1(O)CCC2C3CC(F)C4=CC(=O)CCC4(C)C3C(O)CC21C (stereo not drawn) | -1.0
103 | CCCCCNC(=O)C(c1cc2ccccc2o1)n1c(=O)c(-c2cc3ccccc3[nH]2)nc2ccccc21 (stereo not drawn) | -1.8
104 | CC1CCCC(C)N1CC(O)COC1CCC(C(C)(C)C)CC1 (stereo not drawn) | 0.6
105 | O=C(CN1C(=O)CCSc2ccc(S(=O)(=O)N3CCCC3)cc21)NCc1ccccc1Cl | 3.2
106 | O=C(Cn1cnc([N+](=O)[O-])c1)Nc1ccc(F)c(Cl)c1 | -0.6
107 | COc1ccc(COc2ncnc3ccc(Br)cc23)cc1F | 0.9
108 | O=C(COC(=O)c1cccc(S(=O)(=O)N2CCc3ccccc32)c1)NC1CCS(=O)(=O)C1 (stereo not drawn) | -0.6
109 | CCOc1cccc(/C=N/NC(=S)Nc2cc(S(=O)(=O)N3CCOCC3)ccc2N2CCOCC2)c1O | -1.1
110 | CC(C)(C)c1ccc(C(=O)NNC(=O)CCC(=O)Nc2ccccc2)cc1 | 3.5
111 | Cc1ccc(OCC(=O)NCCNC(=O)c2ccccn2)cc1 | 1.1
112 | COC(=O)[C@@]12C[C@@H](CC(=O)N3CCCC3)C(=O)N(Cc3ccco3)C1=CCC(C)(C)C2 | -0.5
113 | CCCN(CCC)CC(O)COc1ccccc1C(=O)Nc1ccccc1 (stereo not drawn) | 4.3
114 | Cc1nn(CC(=O)Nc2ccc3c(c2)nc2n3CCOC2)c(=O)c2ccccc12 | -1.4
115 | O=C(NCc1cccs1)C1CCN(c2nccs2)CC1 | -1.2
116 | O=C(O)c1ccc2c(=O)n3c(nc2c1)/C(=C/c1ccccc1Br)CC3 | -1.0
117 | CCc1nnc(NC(=O)C2CC(=O)N(c3ccc(C)cc3)C2)s1 (stereo not drawn) | 0.9
118 | CCOC(=O)c1cc2c(N)c(C(=O)c3ccc(Br)cc3)sc2[nH]c1=O | -0.3
119 | Fc1ccc(CCNC(=S)Nc2ccc(F)c(Cl)c2)cc1 | -0.5

Retrieved one by one from the list above:
entry | Compound | TTR transcr act
33 | CN1OC[C@@H]2CN(C(=S)NCCc3ccccc3)[C@H](c3ccc(N4CCCCC4)cc3)C[C@@H]21 | 0.3
109 | CCOc1cccc(/C=N/NC(=S)Nc2cc(S(=O)(=O)N3CCOCC3)ccc2N2CCOCC2)c1O | -1.1

Not all compounds are listed, so the mix of outcomes need not match the whole.
